Bioassay records as filed in PubChem BioAssay.
PLCg1 inh – PLC-gamma1 enzyme inhibitors, primary screen, biochemical, fluorescence, purified enzyme. fluorogenic substrate. inhibition, % at 12.2 µM. 1-phosphatidylinositol 4,5-bisphosphate phosphodiesterase gamma-1 (Homo sapiens), P19174. actives 0.84% (n = 370,000). AID 720700, 2013; in the data active = inhibition above about 9.5%
UHRF1 MBD2 ctr – UHRF1 methylated DNA binding inhibitors, primary screen, counter-screen for MBD2 inhibitor project, biochemical, TR-FRET, human UHRF1, single concentration | E3 ubiquitin-protein ligase UHRF1 (Homo sapiens), Q96T88 | UHRF1 binding to methylated oligo | inhibition, % at 4.4 µM | actives 0.75% (n = 370,000); in the data active = inhibition above about 21%;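 also: UHRF1 SRA domain binding a hemimethylated CpG hairpin DNA probe; 0% = median of test compound wells and 100% = reference inhibitor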
PLCb3 inh – human PLC-beta3 inhibitors, primary screen, biochemical, fluorescence | Purified PLC-beta3, fluorogenic substrate | inhibition, % at 12.2 µM | actives 0.18% (n = 370,000) | AID 720704, 2013; in the data active = inhibition above about 11%;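 also: 0% = median of compound wells on plate and 100% = full blocker control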
DDE Tn7 FP inh – inhibitors of Tn7 peptide binding to fibrin DD(E), primary screen, biochemical, fluorescence polarization, human fibrin, Tn7 probe; Fibrinogen beta chain (Homo sapiens), P02675; FP displacement of FITC-Tn7 peptide from fibrin DD(E); 0% = median of compound wells per plate; inhibition, % at 8.3 µM; actives 0.13% (n = 370,000); AID 720508, 2013;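 active = inhibition above the mean of compounds falling within the control limits plus 3 SD of them, cut at about 14% in these data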;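 also: 0% = plate median of compound wells and 100% = 10 µM Aha-Tn7 peptide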
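Test system – human fibrin DD(E) · Times – 10 min preincubation, 3 h with tracer, room temperature · Detection – fluorescence polarization of the labelled Tn7 tracer · Measure – percent inhibition normalized to high-control wells · Benchmarks – high control wells with 10 µM unlabelled Aha-Tn7 peptide (full inhibition) · Repeats – singlicate testing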
ARFGAP1 inhibitor – inhibitors of rat ARFGAP1 GAP activity, primary screen, biochemical, fluorescence polarization, GDP tracer; ADP-ribosylation factor GTPase-activating protein 1 (Rattus norvegicus), Q62848; Arfgap1-stimulated ARF1 GTP hydrolysis, GDP FP detection; inhibition, % at 16.5 µM; actives 0.26% (n = 360,000); AID 651572, 2012;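 active = inhibition above a per-plate limit, mean inhibition of low control wells plus 3 SD, cut at about 25% in these data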;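 also: 0% = DMSO wells with enzyme and 100% = wells lacking Arfgap1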
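System: truncated rat Arfgap1 GAP domain / Benchmarks: high control wells lacking Arfgap1, low control full reaction with DMSO / Times: compound-enzyme preincubation 20 min, reaction 120 min, detection 60 min, 25 °C / Repeats: one replicate per compound / Also added: human ARF1(Δ1-17)-GTP substrate / Measured by: Tracer-displacement fluorescence polarization with EDTA stop, 620/688 nm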
DDE Tn6 FP inh – inhibitors of Tn6 peptide binding to fibrin DD(E), primary screen, biochemical, fluorescence polarization, human fibrin, Tn6 probe; AID 720509, 2013; Fibrinogen beta chain (Homo sapiens), P02675; inhibition, % at 8.3 µM; actives 0.21% (n = 370,000); Fibrin DD(E) TRITC-Tn6 fluorescence polarization displacement;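 active = inhibition above a per-campaign cutoff: mean of compounds within control limits plus 3 SD, cut at about 15% in these data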;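 also: 0% = median of all compound wells on the plate and 100% = blocking peptide control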
Rev-erbA mod – modulators of Rev-erb alpha DNA binding, primary screen, biochemical, FITC-DNA, fluorescence polarization, uHTS; actives 0.79% (n = 370,000); activity, % at 10 µM; Rev-erbα–FITC-DNA binding, 90 min; Nuclear receptor subfamily 1 group D member 1 (Homo sapiens), P20393;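 active = activity above about 14%, limit read from the data; passing the limit was not always enough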;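 also: 0% = DMSO wells with 35 nM protein and 100% = DMSO wells with 750 nM protein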
sPLA2-III inh – human group III sPLA2 inhibitors, primary screen, biochemical, QFRET, BODIPY PC-A2 liposome substrate. Group 3 secretory phospholipase A2 (Homo sapiens), Q9NZ20. inhibition, % at 12.2 µM. actives 0.56% (n = 370,000). QFRET BODIPY PC-A2 liposome hydrolysis, fluorescence;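 active = inhibition above mean plus 3 SD of compounds lying within the high and low control bounds, cut at about 19% in these data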;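 also: 0% = median of test compound wells and 100% = no enzyme DMSO wells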
ASAP1 inh – inhibitors of human ASAP1 ArfGAP activity, primary screen, biochemical, fluorescence polarization. inhibition, % at 16.5 µM. ASAP1-stimulated ARF1 GTP hydrolysis, GDP FP detection. actives 0.19% (n = 360,000); in the data active = inhibition above about 25%;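 also: 0% = vehicle with enzyme and substrate and 100% = no enzyme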
KLK7 zymogen act – proKLK7 zymogen activators, primary screen, biochemical, fluorescence intensity; Kallikrein-7 (Homo sapiens), P49862; purified proKLK7, EDANS-DABCYL substrate fluorescence; 100% is mature enzyme control, 0% vehicle; activation, % at 7 µM; actives 0.9% (n = 370,000); AID 652039, 2013;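 active = activation above the mean of all tested compounds plus 3 SD, computed per campaign excluding outliers beyond control limits, cut at about 13% in these data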
Numbers without * were called inactive.

Structure	PLCg1 inh	UHRF1 MBD2 ctr	PLCb3 inh	DDE Tn7 FP inh	ARFGAP1 inhibitor	DDE Tn6 FP inh	Rev-erbA mod	sPLA2-III inh	ASAP1 inh	KLK7 zymogen act
COc1ccc(C2=NS(=O)(=O)N(C)C(C(=O)N(C)Cc3ccccc3)=C2)cc1OC	-87	-2	-103	7	0	-1	6	-5	-5	1.4
O=C(NCCc1ccccc1)C1CCN(C(=O)Nc2ccccc2)CC1	-2	2	-4	-1	2	3	1	3	9	0.3
COC(=O)CSc1nnc(SCc2ccc(Cl)cc2)s1	-1	0	-2	6	10	2	0	-15	-8	0.2
CN1C(=O)[C@@H]2[C@H](C1=O)[C@@H]1C(=O)Nc3ccccc3C(=O)N1[C@@H]2c1ccc(Br)cc1	-6	1	-7	-3	-10	-3	-2	-1	23	-1.2
Cc1cccc(NC(=O)Nc2cccc(C#N)c2)n1	5	-2	2	-4	8	1	9	0	4	-0.8
Cc1[nH][nH]c(=O)c1C=NCc1cccs1	3	-5	1	5	-14	6	-7	1	-9	0.3
Cc1ccc(Cn2cnc3sc4c(c3c2=O)CCC4)c(C)c1	0	0	1	1	4	-6	-4	-4	16	0.3
O=C(Nc1nnc(C2CC2)s1)C1Cc2ccccc2CN1S(=O)(=O)c1cccs1 (stereo unspecified)	-1	-3	-1	-7	8	-5	2	-14	-5	0.3
CCOc1cccc2c1OC1(C)CC2NC(=O)N1c1ccc(OC)cc1 (stereo unspecified)	1	-1	3	-1	-11	2	2	0	5	-0.1
Clc1ccc2nc(SCc3nnc(-c4ccccc4)o3)[nH]c2c1	-2	3	0	9	0	-1	-9	-23	0	0.1
CCOCCCNC(=O)c1cn(CC(C)C)c(=O)c2c1c1ccccc1n2C	-27	0	-48	-3	-8	0	-2	-1	3	-1.9
CC(O)(c1cccnc1)c1nc(-c2cccc(C(F)(F)F)c2)cs1 (stereo unspecified)	3	1	1	-1	12	-15	7	4	-5	0.1
Cn1c(-c2ccc(-c3ccccc3)cc2)c[nH]c1=S	-189	-1	-217	-3	-7	5	0	16	-4	-3.7
Cc1cccc(-n2c(-c3ccco3)n[nH]c2=S)c1	-1	-4	-1	-8	-1	-8	0	6	-18	0.0
Cc1ccc(NC(=O)c2oc3ccccc3c2C)c([N+](=O)[O-])c1	1	-1	3	-1	12	0	0	4	6	0.1
COc1ccccc1OCc1nnc(SCC(=O)NCc2ccco2)n1Cc1ccco1	0	2	-1	0	-15	2	4	-9	-3	-0.6
Nc1nc(Nc2ccccc2Cl)cc(=O)[nH]1	1	-1	3	-6	-10	11	4	-2	-4	-0.4
CC(C)(C)NC(=O)Cn1nnc(-c2ccccc2NC(=O)c2ccco2)n1	0	-1	2	8	4	13	8	1	-1	0.5
COc1cc(C(=O)N2CCc3ccccc32)cc(OC)c1OC	2	2	-12	-1	13	-8	1	9	-4	0.3
O=C(CSc1nc2scc(-c3ccco3)c2c(=O)n1-c1ccccc1)NCC1CCCO1 (stereo unspecified)	-11	1	-17	-1	-5	2	1	-6	-12	0.3
COc1ccc(CCNC(=O)C2(C)CCC(=O)N2Cc2ccc3c(c2)OCO3)cc1OC (stereo unspecified)	2	-1	4	-7	-5	-1	-3	0	-20	-0.2
COc1ccccc1C1NC(=O)NC(C)=C1C(=O)OC1CCC(C)CC1 (stereo unspecified)	0	-2	-2	1	-11	-3	-4	-6	-12	0.8
CCC1=C(OC(=O)N(CC)CC)N2C(=O)OC(=NCc3ccccc3)[C@]2(C)[C@H]2C1=CC[C@H]1C(=O)NC(=O)[C@H]12	-1	0	-1	6	-1	-7	-5	2	11	0.2
Cc1[nH]n(C(N)=S)c(=O)c1N=Nc1ccc(Cl)cc1Cl	0	-12	-7	4	4	0	2	-11	-1	0.1
Cc1ccc(CNC(=O)c2nn(C)c(C)c2[N+](=O)[O-])cc1	6	0	5	-4	7	13	-9	4	-2	-0.1
COc1ccc2cc(C3CC(c4cccs4)=NN3S(C)(=O)=O)c(Cl)nc2c1 (stereo unspecified)	-18	-1	-16	-2	-8	-7	1	-9	-2	1.0
CCOC(=O)c1c(C)[nH]c(C(C)=NNC(=O)c2cccs2)c1C	-10	-2	-19	5	3	8	-2	4	-18	1.8
COc1cc(CN2CCC(C(=O)N3CCN(c4ccccc4F)CC3)CC2)ccc1O	-2	-1	2	2	3	-2	2	0	0	0.2
COc1ccc(OC)c(N2C(=NC(=O)C3CCCCC3)SC3CS(=O)(=O)CC32)c1 (stereo unspecified)	0	3	-8	-4	9	0	-3	8	-8	0.0
COc1ccc(/C=N/NC(=O)c2cnccn2)c(OC)c1OC	3	-1	-6	1	-1	-2	-2	1	10	0.7

Six of the compounds above, with values under each structure.
Every second line gives: PLCg1 inh	UHRF1 MBD2 ctr	PLCb3 inh	DDE Tn7 FP inh	ARFGAP1 inhibitor	DDE Tn6 FP inh	Rev-erbA mod	sPLA2-III inh	ASAP1 inh	KLK7 zymogen act
- Cc1[nH][nH]c(=O)c1C=NCc1cccs1
→ 3	-5	1	5	-14	6	-7	1	-9	0.3
- Cc1ccc(Cn2cnc3sc4c(c3c2=O)CCC4)c(C)c1
→ 0	0	1	1	4	-6	-4	-4	16	0.3
- O=C(Nc1nnc(C2CC2)s1)C1Cc2ccccc2CN1S(=O)(=O)c1cccs1 (stereo unspecified)
→ -1	-3	-1	-7	8	-5	2	-14	-5	0.3
- CCOc1cccc2c1OC1(C)CC2NC(=O)N1c1ccc(OC)cc1 (stereo unspecified)
→ 1	-1	3	-1	-11	2	2	0	5	-0.1
- Clc1ccc2nc(SCc3nnc(-c4ccccc4)o3)[nH]c2c1
→ -2	3	0	9	0	-1	-9	-23	0	0.1
- CCOCCCNC(=O)c1cn(CC(C)C)c(=O)c2c1c1ccccc1n2C
→ -27	0	-48	-3	-8	0	-2	-1	3	-1.9

Further structures.
canonical_smiles	PLCg1 inh	UHRF1 MBD2 ctr	PLCb3 inh	DDE Tn7 FP inh	ARFGAP1 inhibitor	DDE Tn6 FP inh	Rev-erbA mod	sPLA2-III inh	ASAP1 inh	KLK7 zymogen act
Cc1cc(=O)c(C(=O)O)nn1-c1ccccc1[N+](=O)[O-]	1	-2	-3	4	5	3	-4	0	5	-0.6
CCn1c(SCC(=O)Nc2nccs2)nnc1-c1cccnc1	-1	6	-4	4	1	-1	2	5	-1	-0.6
CCOc1ccc(C(=O)NNC(=O)CCNC(=O)c2ccco2)cc1OC	4	7	-6	-1	16	-7	0	18	9	0.1
O=C(CCN1CCCCC1)Nc1ccc(Br)cc1	5	2	2	1	-1	-2	-3	-3	3	-0.2
O=S(=O)(Nn1cnnc1)c1ccccc1Cl	3	16	0	-3	-3	0	4	-5	3	0.3
COc1ccc(C2CC(=O)c3cnn(-c4nc(C)cc(C)n4)c3C2)cc1OC (stereo unspecified)	0	6	-9	-8	7	-8	5	17	5	-0.2
C#CCOCCOCCOCCNc1nc(N2CCOCC2)nc(N2CCN(C(=O)[C@H](Cc3cc4ccccc4[nH]3)n3cc([C@@H](N)C(C)CC)nn3)CC2)n1 (stereo partly specified)	0	1	-2	-10	-2	7	-6	-16	2	0.5
COCCn1c(SCC(=O)N2CCCc3ccccc32)nc2ccccc2c1=O	8	0	0	-8	2	-4	-5	-2	8	0.1
Cc1ccc(N2CC(C(=O)N(C)CC(=O)Nc3ccc(Cl)c(C(F)(F)F)c3)CC2=O)cc1 (stereo unspecified)	-1	-3	-6	9	5	-2	-2	-2	5	-0.3
CCOC(=O)c1c(C)[nH]c(C(=O)O)c1C	1	2	0	3	-4	-4	-6	3	-5	0.3

This is a random part of the collection; any-hit rate near 4.5%.
